# Assay outcomes from PubChem.
# KDM5B inhibitor: Primary screen for KDM5B Histone Demethylases FDH-coupled qHTS. Lysine-specific demethylase 5B (Homo sapiens), Q9UGL1. KDM5B demethylase, FDH-coupled NADH fluorescence (FDH is formaldehyde dehydrogenase). Potency, µM (top dose mostly 57.7 µM), for the others: at the highest dose activity change, negative = inhibition, usual class: inhibitors. 220,000 compounds, 2.6% hits; active = well fitted inhibition curve with a large enough effect; inconclusive = small, poorly fitted or top-dose-only effect; inactive = no such curve, though single readings can be large or run the other way; note: 0% is about no effect; nearly all actives have a fitted effect of over 70% in size
# Target sequence (Q9UGL1 whole entry, looked up): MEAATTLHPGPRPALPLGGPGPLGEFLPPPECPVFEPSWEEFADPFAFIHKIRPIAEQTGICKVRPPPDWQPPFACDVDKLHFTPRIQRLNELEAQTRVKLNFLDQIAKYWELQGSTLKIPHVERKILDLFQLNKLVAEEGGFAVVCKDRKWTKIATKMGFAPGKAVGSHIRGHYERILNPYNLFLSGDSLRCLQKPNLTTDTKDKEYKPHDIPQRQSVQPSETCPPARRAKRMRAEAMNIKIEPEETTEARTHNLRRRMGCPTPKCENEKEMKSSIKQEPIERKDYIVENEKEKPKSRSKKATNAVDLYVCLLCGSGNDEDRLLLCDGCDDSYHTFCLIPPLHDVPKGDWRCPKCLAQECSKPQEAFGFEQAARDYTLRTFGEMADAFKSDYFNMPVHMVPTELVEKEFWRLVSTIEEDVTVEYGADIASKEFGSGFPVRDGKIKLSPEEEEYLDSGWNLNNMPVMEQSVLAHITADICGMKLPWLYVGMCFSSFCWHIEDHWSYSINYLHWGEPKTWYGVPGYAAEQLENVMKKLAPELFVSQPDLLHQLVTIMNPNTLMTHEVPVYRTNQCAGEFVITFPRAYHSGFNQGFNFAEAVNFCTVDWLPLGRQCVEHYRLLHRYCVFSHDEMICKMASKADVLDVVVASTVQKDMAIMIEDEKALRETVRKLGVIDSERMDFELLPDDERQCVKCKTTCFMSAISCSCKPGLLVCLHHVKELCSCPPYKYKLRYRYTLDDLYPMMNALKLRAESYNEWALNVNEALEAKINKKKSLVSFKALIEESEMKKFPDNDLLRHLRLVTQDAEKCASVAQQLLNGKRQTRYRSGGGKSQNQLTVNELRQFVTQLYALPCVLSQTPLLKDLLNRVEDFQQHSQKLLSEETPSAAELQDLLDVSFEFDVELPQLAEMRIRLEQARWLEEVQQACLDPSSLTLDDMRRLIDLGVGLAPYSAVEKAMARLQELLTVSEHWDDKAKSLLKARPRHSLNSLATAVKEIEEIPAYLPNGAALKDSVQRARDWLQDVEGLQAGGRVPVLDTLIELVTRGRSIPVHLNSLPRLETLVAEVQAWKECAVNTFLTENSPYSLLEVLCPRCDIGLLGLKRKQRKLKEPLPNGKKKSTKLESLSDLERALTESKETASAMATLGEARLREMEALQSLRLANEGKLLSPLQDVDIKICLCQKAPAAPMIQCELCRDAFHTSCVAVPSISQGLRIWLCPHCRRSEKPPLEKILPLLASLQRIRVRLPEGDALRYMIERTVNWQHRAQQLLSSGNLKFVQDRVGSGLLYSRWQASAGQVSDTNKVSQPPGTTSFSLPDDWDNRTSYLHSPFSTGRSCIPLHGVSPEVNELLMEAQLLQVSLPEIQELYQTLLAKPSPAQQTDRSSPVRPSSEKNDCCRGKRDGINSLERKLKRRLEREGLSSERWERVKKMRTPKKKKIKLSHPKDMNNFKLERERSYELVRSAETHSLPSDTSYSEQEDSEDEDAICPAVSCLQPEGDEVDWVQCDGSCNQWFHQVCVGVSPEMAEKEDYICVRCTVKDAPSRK
#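 KDM5BΔAP (200 nM final) in 50 mM HEPES pH 7.5, 0.01% Tween-20 was preincubated 10 min at RT with compound over a concentration range. Substrate mix (H3K4me3 12.5 µM, α-KG 25 µM, Fe²⁺, ascorbate, NAD⁺, FDH) was added, and NADH fluorescence change over 30 min gave dose-response curves.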
# The depositor's hits bear a star; i = inactive; ? = inconclusive; & = joins results of further samples; [ ] = another dose, or the depositor's remark. Potency is the fitted concentration of half-maximal effect. An excerpt; count on the stated rates, not on these rows.
KDM5B inhibitor | Structure
-24% | COc1ccccc1NC(=O)N1CCc2cc(OC)c(OC)cc2C1CNC(=O)c1ccco1 (stereo not drawn)
-1% | COc1ccc(S(=O)(=O)Oc2ccc3c(c2)O/C(=C\c2cccc(C)c2)C3=O)cc1
5% | O=S1(=O)C=C(Sc2nc3ccccc3o2)c2ccccc21
-9% | Cc1onc(-c2ccccc2)c1C(=O)N1CCCC2(CCOC2)C1 (stereo not drawn)
-30% | CCc1cccc(NC(=O)CN(C)Cc2ccc(C(F)(F)F)cc2)c1
8% | Cn1ncc(N2CCC(C(=O)NCc3cc(F)ccc3F)C2)cc1=O (stereo not drawn)
-18% | CCN(CC)CCn1cnc2c1c(=O)n(CCOC(=O)c1cc(OC)c(OC)c(OC)c1)c(=O)n2C
? | CCN(CC)c1ccc(N=C2C(=O)Nc3ccccc32)cc1
-8% | COc1cccc(CNC(=O)CSc2nnc(C)c3c(C)n(-c4ccccc4)nc23)c1OC
17%[149 µM] | CCc1ccccc1CN1CCC2(Cc3ccccc3CNC2=O)C1 (stereo not drawn)
4% | COc1nc2ccccc2cc1-c1noc(-c2ccccc2)n1
5% | C=CCOc1ccc(C2=NO[C@@H]3[C@@H]4C[C@@H]([C@H]5C(=O)N(C)C(=O)[C@@H]45)[C@H]23)cc1
27% | CN(C)C(=O)c1n[nH]c2c1CN(C(=O)c1ccccc1Br)CC2
? | Cc1cc2n(n1)C(c1ccsc1)Nc1c(C)cccc1-2 (stereo not drawn)
-7% | O=C(Nc1ccc(F)cc1F)C1CN(S(=O)(=O)c2cccnc2)CC12CCCCC2 (stereo not drawn)
27% | CCCNc1nc(N2CCCC2)nc(N2CCCC2)n1
-15% | Cc1ccc2c(c1)c(=O)c(S(=O)(=O)c1ccc(F)cc1)cn2CC(=O)Nc1ccc2c(c1)OCO2
-8% | CCn1c(SCC(=O)Nc2ccc(OC)cc2OC)nc2nc3c(cc2c1=O)COC(C)(C)C3
14%[86.2 µM] | CC(C)(C)c1ccnc(N[C@H]2CO[C@H]3[C@@H]2OC[C@@H]3NC(=O)c2cccs2)n1
11% | CCC(CC)n1c(=O)n(CCC(N)=O)c2cc(C(=O)O)cnc21
? | COc1cc(OC)c(NC(=O)Cn2ccn3nc4c(c3c2=O)CCCC4)cc1Cl
? | Cn1nc(C(=O)NCc2ccccc2Cl)c2c1-c1ccccc1SC2
-8% | Cc1cnc(C(=O)N[C@@H]2CCC[C@@H]2C(=O)Nc2cccc(C(C)C)c2)cn1
15% | COC(=O)c1ccc(Oc2coc3cc(OC(=O)c4ccccc4)ccc3c2=O)cc1
-13%[86.2 µM] | Cc1nnc(-c2cc(-c3ccccc3Oc3ccccc3)ccn2)n1C1CCN(C)CC1
-21%[86.2 µM] | Cc1noc2c(NCCc3ccccn3)cc(-c3cccnc3)nc12
? | COc1cc(/C=C/c2nc(C#N)c(NCc3ccc(F)cc3)o2)cc(OC)c1OC
-3% | COc1cccc(C(=O)NC2CCN(c3cn[nH]c(=O)c3)CC2)c1
i | COc1cc(F)ccc1-c1nc(-c2c(C)noc2C)cc2c1cc(C)n2C
6% | CC(Sc1nc(N)cc(N)n1)C(=O)c1ccc(F)c(F)c1 (stereo not drawn)
22% | O=Cc1cccn1-c1cc(Cl)c(Cl)cc1Cl
2% | Cc1ccc2oc(-c3cc(NC(=O)CC(C)C)ccc3Cl)nc2c1
? | COc1cccc(CN2Cc3cc(NC(=O)Cc4cccs4)ccc3OC(C)C2=O)c1OC (stereo not drawn)
-26%[86.2 µM] | COc1ccc(-c2nccc3c(=O)cc(N(C)c4ccccc4)oc23)cn1
? | COc1cccc(-c2cc3c(=O)n(CCNC(=O)c4nn(C)c5ccccc45)ccn3n2)c1
5%[86.2 µM] | CN1CCN(Cc2nc(C3(O)CCN(C(=O)Nc4ccc(F)cc4)CC3)cs2)CC1
16% | COc1cccc(CN2C(=O)CCCCC2C(=O)NC2CCS(=O)(=O)C2)c1 (stereo not drawn)
? | O=C(NC1CCCc2c1[nH]c1c(Cl)cccc21)c1ccccn1 (stereo not drawn)
? | CN(C)C[C@@H]1CN(Cc2ccccn2)C[C@H]1NC(=O)c1cc(F)ccc1Cl
5% | O=C(Nc1ccc2c(N3CCCC3)ncnc2c1)c1c(F)cccc1F
4% | CCN(CC)CCNC(=O)CCN1C(=O)c2ccccc2C1c1c(C)[nH]c2ccccc12 (stereo not drawn)
? | CCc1nnc(NC(=O)c2nc(S(C)(=O)=O)ncc2Cl)s1
5%&1% | Cn1c(SCC(=O)Nc2ccc(Br)cc2)nc(O)cc1=O
-12% | CCCS(=O)(=O)N1C[C@@H](Oc2cccnc2)C[C@@H]1C(=O)NCCOC
-17% | CC(=O)N1CCC(Cc2noc(C3CC3)n2)C1 (stereo not drawn)
-21%[86.2 µM] | CC(=O)N[C@H]1C[C@@H](Cc2cc(CN(C)c3ccccc3)on2)C1(C)C
-22%[86.2 µM] | C[C@@H]1C(=O)O[C@H]2[C@H]1CC[C@@]1(C)Cc3sc(NC(=O)CCC(=O)O)nc3[C@@H](C)[C@H]21
10% | C=CCn1c(N(C)Cc2ccccc2)nc2c1c(=O)n(C)c(=O)n2C
? | CN1CCc2nc3sc(C(=O)c4ccc(F)cc4)c(N)c3cc2C1
16% | Cc1ccccc1C(=O)N(C)C1CCN(CCc2ccccn2)CC1
36%[activator] | COc1cccc(-c2cc(C(=O)Nc3cc(OC)ccc3OC)[nH]n2)c1
1% | CN(C(=O)CSc1nc2c(=O)[nH]cnc2n1CC1CCCO1)c1ccccc1 (stereo not drawn)
0% | O=C(NCc1ccccc1Cl)c1cc2n(n1)CC(c1ccc(Cl)cc1)OC2 (stereo not drawn)
-10% | COc1ccc(NC(=O)CSc2nnc(NC(=O)Nc3ccc(OC)cc3)s2)cc1
10% | CCCCS(=O)(=O)CCSS(=O)(=O)O
-25% | COc1cccc(C(=O)c2cn(CC(=O)Nc3cc(Cl)c(OC)cc3OC)c3nc(C)ccc3c2=O)c1
-26% | Cc1cccc(OCC(=O)NCc2ccc3c(c2)CCN3C(=O)c2ccccc2)c1
-20% | CCC(=O)N1CCc2cc(CNS(=O)(=O)c3ccc(CC(C)C)cc3)ccc21
33% | Cc1cc(C(=O)N2CCCCCC2c2nnc(C)o2)n(C)n1 (stereo not drawn)
14% | CCO[C@H]1CN(C(=O)CSc2ccc(Cl)cc2)C[C@@H]1O

# Fetched one by one from above, two records:
KDM5B inhibitor | Structure
16% | Cc1ccccc1C(=O)N(C)C1CCN(CCc2ccccn2)CC1
-22%[86.2 µM] | C[C@@H]1C(=O)O[C@H]2[C@H]1CC[C@@]1(C)Cc3sc(NC(=O)CCC(=O)O)nc3[C@@H](C)[C@H]21

# Returning to the listing, repeating the 2 entries before the break.
KDM5B inhibitor | Structure
33% | Cc1cc(C(=O)N2CCCCCC2c2nnc(C)o2)n(C)n1 (stereo not drawn)
14% | CCO[C@H]1CN(C(=O)CSc2ccc(Cl)cc2)C[C@@H]1O
-28% | CN(C)C[C@@H]1CN(C)C[C@H]1NC(=O)c1ccc(F)cc1F
? | COC[C@H]1CCCN1c1nc(CCN)nc2sc(C)c(C)c12
-19% | Cc1ccc(C)c(N2CCN(c3nc4ccccc4n4c(C)nnc34)CC2)c1
16% | CCC(C)(C)NC(=O)CC(c1ccccc1)c1ccccc1
-5% | O=C(NCc1ccccc1CN1CCCC1)c1cc2cc(Cl)ccc2o1
-19% | O=C(c1ccc2nccnc2c1)N1CCC2(CC1)Nc1ccccc1NC2=O
2% | Cc1cnn(CCC(=O)N2C[C@@H](CO)[C@H](c3ccccn3)C2)c1
1%&22% | CCn1c(SCC(=O)Nc2ccc(OC)cc2)nc2nc3c(cc2c1=O)COC(C)(C)C3
0% | Cc1ccc(C2Cn3nnc(C(=O)Nc4ccc(F)c(Cl)c4)c3CO2)cc1 (stereo not drawn)
-14% | CC(C)c1ccc(C(C(=O)NC2CCCC2)N(C(=O)c2cnccn2)c2cccs2)cc1 (stereo not drawn)
-5% | CCC(=O)N1c2ccccc2CC1C(=O)N1CCN(c2cccc(OC)c2)CC1 (stereo not drawn)
-13% | CC(Sc1nnnn1C)C(=O)c1ccc(Br)cc1 (stereo not drawn)
5% | O=C(O)c1ccc(CN2CCC(Cc3cccc(C(=O)O)c3)C2)cc1 (stereo not drawn)
-1% | COc1cccc(CC(=O)N2CCC3(CC2)OC(=O)N(Cc2ccccc2F)C3(C)c2ccccc2)c1 (stereo not drawn)
-27% | N=C1N(C(=O)OCc2ccccc2)/C(=C\C2=CCCCC2)C(Cc2ccccc2)N1Cc1ccccc1 (stereo not drawn)
? | Fc1cccc(Cl)c1CSc1ccc(-c2ccccn2)nn1
-8% | COc1ccc(OCC(=O)N2CCN(c3cc(-c4ccccc4)[nH]n3)CC2)cc1
-2% | CCN(C(=O)COc1ccc(C(=O)c2ccccc2)cc1)c1ccccc1
11% | Clc1ccc(-c2noc(C(c3ccccc3)c3ccccc3)n2)cc1
11% | Cn1ccnc1C(=O)c1ccc(NC(=O)C(=O)NC2CCCCC2)cc1
-10% | CS(=O)(=O)N(C1CCOCC1)C1CNC1
? | Cc1ccccc1CNC(=O)c1ccc(-c2nc(CS(=O)(=O)c3ccccc3)c(C)o2)cc1
-12% | Cc1ccccc1CCC1CCCN(C(=O)CCc2cnccn2)C1 (stereo not drawn)
-3% | Cc1n[nH]c(C)c1CCC(=O)N1CCC(c2nn(C)c(=O)n2C2CCCC2)CC1
-13% | COc1ccccc1CNC(=O)CN1C(=O)CSc2ccc(S(=O)(=O)N3CCCC3)cc21
2% | CCOc1ccc(C(=O)N2CCN(c3cc(-c4ccc(F)cc4)[nH]n3)CC2)cc1OCC
-4% | CC1=C(C(=O)Nc2cccnc2)C(c2ccccc2)n2nc(-c3ccc(O)cc3)nc2N1 (stereo not drawn)
0% | CN(CC1CCOCC1)C(=O)NCCc1ccccc1
11% | CCC(CC)C(=O)N1CCN(C(=O)c2ccccc2C(=O)c2ccc(F)cc2)CC1
? | COc1ccc(-c2nc(C)c(CCNC(=O)c3cccs3)s2)cc1OC

# 4 of these compounds in another layout:
Compound	KDM5B inhibitor
CC1=C(C(=O)Nc2cccnc2)C(c2ccccc2)n2nc(-c3ccc(O)cc3)nc2N1 (stereo not drawn)	-4%
CN(CC1CCOCC1)C(=O)NCCc1ccccc1	0%
CCC(CC)C(=O)N1CCN(C(=O)c2ccccc2C(=O)c2ccc(F)cc2)CC1	11%
COc1ccc(-c2nc(C)c(CCNC(=O)c3cccs3)s2)cc1OC	?

# 3 compounds already listed, sorted by the number in KDM5B inhibitor, low to high.
KDM5B inhibitor | Structure
-8% | COc1ccc(OCC(=O)N2CCN(c3cc(-c4ccccc4)[nH]n3)CC2)cc1
2% | CCOc1ccc(C(=O)N2CCN(c3cc(-c4ccc(F)cc4)[nH]n3)CC2)cc1OCC
11% | CCC(CC)C(=O)N1CCN(C(=O)c2ccccc2C(=O)c2ccc(F)cc2)CC1

# The results go on.
KDM5B inhibitor | Structure
-18% | COc1ccc(C(=O)c2oc3ccccc3c2NC(=O)COc2cccc(C)c2)cc1
8% | O=C(NCCCc1ccccc1)C1CCCN(C(=O)Cc2c[nH]c3ccccc23)C1 (stereo not drawn)
-6% | CN(CCC#N)C(=O)COC(=O)c1nn(-c2ccccc2)c(=O)c2ccccc12
? | CCn1c2ccccc2c2cc(CN3CCN(Cc4ccccc4F)CC3)ccc21
13% | CCCc1noc(Cn2nc(-c3ccccc3)c3ccccc3c2=O)n1
-28% | CCOc1ccccc1NC(=O)Cn1c(=O)n(Cc2ccccc2)c(=O)c2c(C)c(C)sc21
2%&-14% | Cc1cc(C)n(-c2nc3ccccc3nc2Nc2ccc(N(C)C)cc2)n1
9% | CC1CCCN(c2ncnc3c2CN(c2cccnc2)C(=O)CN3C)C1 (stereo not drawn)
16% | Nc1c(-c2ccccc2)cnn1-c1cccc(Cl)c1
-8% | Cc1ccc(S(=O)(=O)N2CCc3cc(C(=O)N(C)Cc4ccccc4)ccc32)cc1
29%&-25% | COc1cccc(CNC(=O)Cn2ncc3c(=O)oc4ccccc4c32)c1
8% | CCn1cc(S(=O)(=O)NCCc2ccc(OC)c(OC)c2)cn1
? | CCOC(=O)c1sc(Nc2cc(C)ccc2C)nc1C(F)(F)F
-7% | Cc1ccc(NC(=O)N2CC(c3nnc(-c4ccncc4)o3)C3(CCOCC3)C2)c(C)c1 (stereo not drawn)
24% | NCCNC[C@@H]1COC2(CCCCCCCCCCC2)O1
-7% | Cc1ccc(C)c(Oc2coc3cc(OCC(=O)OCC(C)C)ccc3c2=O)c1
30% | O=C(CC1CCCN(c2cn[nH]c(=O)c2)C1)Nc1cccc(Cl)c1 (stereo not drawn)
40%[activator] | COc1ccc(OC)c2nc3c(cc12)CCC3
-7% | O=C(CSc1nc2cc([N+](=O)[O-])ccc2o1)Nc1ccc(Cl)cc1
13% | O=C(CCn1c(=S)oc2ccccc21)NC1CCCCCC1
-8% | COc1ccc(-c2noc(-c3ccc(NCc4cccnc4)c([N+](=O)[O-])c3)n2)cc1OC
-9% | COc1ccc(CCNC(=O)Cc2c(C)c3c(OC)cc(C)cc3oc2=O)cc1
-18% | CCOCCSc1c(C)cnc2c1c(=O)n(C)c(=O)n2C
10% | COCCn1ncc(N2CCCC(CC(=O)Nc3cc(C)ccc3OC)C2)cc1=O (stereo not drawn)
-6% | COc1ccc(Oc2nc(-c3ccccc3O)nc3ccccc23)cc1
5% | O=S(=O)(Nc1nc2ccccc2nc1Nc1cccc(F)c1)c1cccs1
27% | CC1CCC(C(C)C)C(NC(=O)c2ccccc2)C1 (stereo not drawn)
? | CCCn1cc(S(=O)(=O)c2ccc(CC)cc2)c(=O)c2cc(F)c(N3CCN(C)CC3)cc21
-12% | Cn1c(=O)c2c(nc(Cl)n2Cc2ccc(Cl)cc2)n(C)c1=O
